From PubChem
ER stress rescue: protection against thapsigargin-triggered cell killing – 384-well, CSM14.1, ATP luminescence, primary screen (AID 1222) | 190,000 tested, under 10 active | CSM14.1 thapsigargin-induced death rescue, ATP luminescence; higher % means a stronger effect | one-dose cellular ATP content (survival), % at 20 µM; EC50 in µM for titrated hits;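 active = EC50 below 50 µM in the dose-response confirmation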;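 also: death triggered by thapsigargin at about 15 µM added after 2 h compound pretreatment; cell ATP read after overnight thapsigargin exposure of roughly 18 to 22 hours; normalized against plate controls of thapsigargin alone and 5% DMSO vehicle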
MT stabilize HCS: microtubule stabilization, imaging screen. HeLa tubulin immunostaining HCS, 24 h; share of cells brighter than vehicle mean+2SD. % tubulin-high responders, % at 10 µM. 0.83% of 200,000 active. AID 2205;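 active = plate Z-score above 3 for both tubulin-high and condensed-nucleus cell shares, with cell loss under 80%, at 10 µM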;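 also: anti alpha tubulin signal scored within the nucleus-defined area of each cell; some results filed as inactive read as strong as hits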
b-catenin transl: alters nuclear translocation of beta-catenin in HeLa cells | 0.3% of 190,000 active | nuclear translocation activity, % at 5 µM | immunofluorescence imaging;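 active = nuclear translocation activity above 50% at 5 µM, with a well cell count of 50 or more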;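 also: per-cell ratio of nuclear to cytoplasmic median beta-catenin stain intensity; plate controls were DMSO negative control for no effect and GSK-3 inhibitor IX positive control for full effect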
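assay system = human HeLa cells, endogenous beta-catenin | times = compound treatment 24 h, 37°C, 5% CO2 | detection = Anti-beta-catenin immunofluorescence on PFA-fixed, Triton-permeabilized cells, DAPI nuclei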
T cell HTS: T cell immune modulators affecting CD8 T cell-vesicle binding; 2C CD8+ T cell-vesicle binding, flow cytometry; active compounds read low; calls only at 7 µM; 0.068% of 330,000 active; AID 2052;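 active = response, share of CD8 T cells binding vesicles, and their 90th percentile fluorescence all below set limits, cut at about 80% in these data, passing the limit was not always enough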
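Assay system – 2C mouse CD8+ T cells · Also added – QL9-loaded Drosophila micro-vesicles · Timing – Cell–vesicle co-incubation 1.5 h at 37 °C, staining 20 min on ice · Signal – flow cytometry of vesicle-bound cells · Measure – percent CD8+ FL2 mean versus row control · Controls – Peptide-free naked vesicles (low) and QL9 vesicles with 0.7% DMSO vehicle (high)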
Dynein transport: dynein cargo transport inhibition; 3617.4 mouse cells, GR-EGFP nuclear translocation imaging; test concentration mostly 20 µM; stimulated with dexamethasone, 1 µM; active compounds read low; z-score, hits read low; 0.47% of 220,000 active; AID 1381;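 active = plate z-score of nuclear minus cytoplasmic receptor signal below a set negative limit, without overly bright fluorescence or cell loss, cut at about -3.5 in these data, passing the limit was not always enough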;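 also: z-score of nuclear minus cytoplasmic ring GR-EGFP intensity difference per well; some compounds called inactive have numbers as strong as hits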
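Buffer or medium: tet-free, stripped-serum medium; reagent: dexamethasone at 1.0 µM final, 30 min; incubation: 48 h induction, 1 h compound, 30 min dex at 37 °C; measured by: formaldehyde fixation, Hoechst nuclear stain, 10x automated fluorescence imaging; read-out: nuclear-to-cytoplasmic GR-EGFP distribution per well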
Insulin prom up: MIN6 insulin promoter up-regulation | z-score at 5 µM | 0.3% of 190,000 active | AID 1625 | MIN6 insulin promoter-GFP reporter, high-content imaging; active compounds read high;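 active = z-score above 3 at 5 µM with at least 500 cells counted in the well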
PhoP inhibition: inhibitors of PhoP regulon expression, primary screen, Salmonella Typhimurium, GFP reporter (AID 1863). S. Typhimurium PhoP-regulated promoter GFP reporter, 4 h; higher % means a stronger effect. inhibition, % at 50 µM, or IC50 in µM where a hit was titrated. 0.16% of 300,000 active;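 active = inhibition over 29.93%, a cutoff 3 SD above the screen mean, later confirmed by dose response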;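 also: 0% = low Mg2+ inducing control and 100% = high Mg2+ repressing control; strong numbers were not always called active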
Autophagy mod: alters autophagy in cells; calls only at 10 µM (by protocol); MEF GFP-LC3 puncta imaging; test concentration mostly 10 µM; AID 463193; 0.98% of 190,000 active;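 active = percentage of spot-positive cells more than 3 SD above its plate mean, without a fluorescence outlier flag or 80% toxicity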;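 also: spot-positive cell cutoff set from DMSO-treated cells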
Lipid droplet: modulators of hepatic lipid droplet formation. AML12 mouse hepatocytes, oleate lipid droplets, BODIPY imaging. inhibition, % at 6.5 µM. 0.4% of 240,000 active;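 active = lipid droplet intensity inhibited by at least 50%, with more than 500 cells counted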
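material = mouse AML12 hepatocyte cell line, fixed after treatment | also added = 100 µM oleic acid challenge | doses = compound at 6.5 µM only | schedule = overnight exposure | technique = Image-based BODIPY and DAPI two-channel analysis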
Dynein transport cytoplasmic EGFP: also measured in Dynein transport; calls as there; z-score; measured here: cytoplasmic GR-EGFP intensity; active compounds read high
Dynein transport nuclear GR-EGFP: second read-out of Dynein transport, no call of its own (marks repeat the call); z-score; measured here: nuclear GR-EGFP intensity;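 lower value marks the stronger effect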
Dynein transport cell count: further read-out of Dynein transport, marked with its call; z-score; measured here: cell count per field
Insulin prom up cell count: further read-out of Insulin prom up, marked with its call; cell count; measured here: cytotoxicity, nuclei count;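 total cells summed across four imaged fields per well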
Lipid droplet cells 6.5 µM: second read-out of Lipid droplet, no call of its own (marks repeat the call); cell count; measured here: cell count, cytotoxicity flag;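 cells counted across two imaged fields per well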
b-catenin transl cell count 5 µM: further read-out of b-catenin transl, marked with its call; cell count; measured here: cell count, cytotoxicity flag
T cell HTS vesicle-bound %: recorded beside T cell HTS, whose call it bears; double positive events, %; measured here: CD8+ vesicle-bound cell fraction;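 binding gate set so that unloaded-vesicle control wells show 10% double positive cells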
MT stabilize HCS Hoechst-high %: recorded beside MT stabilize HCS, whose call it bears; % Hoechst-high responders; measured here: nuclear condensation Hoechst responders;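 share of cells brighter than vehicle mean plus two SD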
MT stabilize HCS cytotoxicity %: further read-out of MT stabilize HCS, marked with its call; toxicity, %; measured here: cytotoxicity by cell density;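 0% = mean cell density of plate MIN control wells and 100% = no cells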
Autophagy mod cell loss 18 h: second read-out of Autophagy mod, no call of its own (marks repeat the call); toxicity, %; measured here: cell loss, nuclei count;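 cell loss after 18 h compound exposure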
* marks the source's active call; other numbers are inactive results; i = inactive; x = not tested or not shown.

SMILES	ER stress rescue	MT stabilize HCS	MT stabilize HCS Hoechst-high %	MT stabilize HCS cytotoxicity %	b-catenin transl	b-catenin transl cell count 5 µM	T cell HTS	T cell HTS vesicle-bound %	Dynein transport	Dynein transport cytoplasmic EGFP	Dynein transport nuclear GR-EGFP	Dynein transport cell count	Insulin prom up	Insulin prom up cell count	PhoP inhibition	Autophagy mod	Autophagy mod cell loss 18 h	Lipid droplet	Lipid droplet cells 6.5 µM
CCCSc1nnc(NC(=O)c2sc3nc(-c4cccs4)ccc3c2N)s1	-1.0%	3.8	4.1	6.6	0.1	1103	i	20	-0.0036	2.9	0.89	1.2	2.7	1847	-13%	i	14	3	602
O=C(Nc1ccc2c(c1)OCCO2)c1c(F)cccc1F	-4.3%	3.2	1.8	2.1	x	x	i	16	0.26	-0.26	-0.0097	0.18	-0.1	1284	9%	i	-5	2	743
CCCCn1c(SCc2ccc(C(=O)OC)o2)nc2cc(S(N)(=O)=O)ccc21	-0.3%	3.2	1.6	3.5	-6.5	971	i	16	-0.53	-0.23	-0.11	0.29	x	x	10%	i	-2	x	x
CC1CCN(S(=O)(=O)c2ccc3c(c2)oc(=O)n3CC(=O)NCc2ccc3c(c2)OCO3)CC1	-1.0%	6.5	2.8	6.7	x	x	i	43	-1	0.079	-0.55	0.38	0.74	776	25%	i	11	x	x
Oc1ccccc1N=Cc1ccc[nH]1	-1.1%	3.9	1.8	5.5	-2.5	1177	i	34	0.57	-0.14	0.31	-0.9	-2	855	0%	i	-2	-9	675
CC(C)Cc1nn2c(=O)cc(O)nc2s1	-1.3%	1.1	2.3	5.7	-1.6	1131	i	28	-0.11	-0.34	-0.32	0.26	-0.19	1495	8%	i	10	-16	677
CCOC(=O)c1cnc2sccn2c1=O	-1.0%	4.6	1.2	2.7	x	x	i	43	-0.7	-0.25	-0.62	-0.32	2.2	1383	1%	i	-2	-6	740
CCOC(=O)C1CCN(C(=O)Nc2ccc(Cl)cc2)CC1	3.3%	2.0	1.6	11	-0.1	1102	i	11	-0.47	-0.2	0.0028	0.53	-0.24	1336	-7%	i	-4	x	x
CCOCCOc1nc2c(c(=O)n(C)c(=O)n2C)n1CCc1ccccc1	-2.5%	3.2	2.1	8.7	1.8	498	i	14	-0.56	-0.25	-0.54	-0.42	-0.09	1197	2%	i	23	-11	673
N#CCCn1nc(-c2ccc([N+](=O)[O-])cc2)cc1Nc1ccccc1NC(=O)C(F)(F)F	-2.2%	2.4	3.4	5.8	1.9	965	i	56	-0.13	-0.24	-0.047	0.41	0.13	1363	-12%	i	2	9	672
Cc1cc(C)cc(Oc2coc3cc(OC(=O)c4cccnc4)ccc3c2=O)c1	-2.3%	4.0	1.5	5.4	-3.8	1199	i	57	-1.3	-0.11	-0.57	0.67	-0.22	1408	17%	i	1	-5	526
O=C(Nc1nccs1)c1cc2sccc2n1Cc1ccc(F)cc1	-1.0%	3.9	2.1	5.5	-4.6	1050	i	33	0.21	-0.23	0.064	0.15	x	x	23%	i	-3	x	x
Cc1ccc(/C=C/C(=O)O)cc1S(=O)(=O)NCc1ccco1	-1.4%	2.5	1.4	10.0	0.3	1029	i	40	-0.58	-0.34	-0.25	1.1	-0.17	1440	-5%	i	-3	1	670
CCc1ccc(C(=O)CN2C(=O)NC(C)(c3ccc(C)cc3)C2=O)cc1 (stereo unspecified)	-0.4%	2.9	1.0	8.3	1.4	632	i	19	-0.51	0.93	-0.046	1	x	x	0%	i	31	-2	753
O=C(NCc1ccccc1)c1ccc2c(=O)n(CCCN3CCCC3=O)c(=S)[nH]c2c1	-1.4%	2.8	2.0	6.4	x	x	i	12	-0.12	0.11	0.15	0.22	0.07	968	5%	i	-7	x	x
CC(=O)NCc1ccc(C(=O)CCl)cc1	-5.0%	4.6	4.4	3.1	-0.5	1081	i	7	-6.8*	3.4*	-2*	-0.8*	-0.15	1192	-2%	i	37	15	656
CCOc1ccc(N2C(=O)CC(S/C(N)=N/N=C/c3cccs3)C2=O)cc1 (stereo unspecified)	-2.0%	1.5	3.0	8.5	2.7	982	i	48	1.6	0.18	0.82	-1.1	-0.25	1229	-17%	i	6	-3	667
NC(=S)N/N=C/c1cc([N+](=O)[O-])ccc1Cl	-0.4%	2.3	1.3	3.3	1.9	1012	i	24	-0.071	-0.26	-0.0041	1	-1.1	1226	6%	i	7	3	694
CCCCn1c(=O)[nH]c(=O)c2c(C(=O)OCC)cc(-c3ccc(OC(F)F)cc3)nc21	-1.2%	1.2	1.6	0.7	-0.6	1401	i	20	-0.49	-0.3	-0.092	0.65	-0.53	1369	-9%	i	12	-9	555
Cc1cccc(N(CC(=O)N2CCCC2)S(=O)(=O)c2ccccc2)c1C	0.2%	3.4	1.9	7.6	-1.3	1143	i	27	0.83	-0.17	0.86	0.19	0.47	1279	-8%	i	7	-10	752
CCCc1ccc(C(=O)NC(=O)c2ccccc2O)cc1	x	x	x	x	0.7	1285	i	44	-0.66	-0.24	-0.47	0.38	-3.1	938	-2%	x	x	2	591
CCOC(=O)C(C)On1c(-c2ccccc2)nc2ccc([N+](=O)[O-])cc21 (stereo unspecified)	-0.9%	1.2	1.2	7.2	-0.6	1203	i	46	-0.56	0.21	-0.042	0.47	-0.36	1240	-2%	i	3	-22	672
CC(=O)NNC(=O)CC(=O)Nc1nc(C23CC4CC(CC(C4)C2)C3)cs1	-0.8%	2.7	0.9	6.3	-0.8	1029	i	42	-0.21	-0.17	0.05	0.11	0	1365	15%	i	-6	11	656
Cc1ccc(NS(=O)(=O)c2cccc(C(=O)O)c2)c(C)c1	2.0%	6.4	1.8	26	-1.5	1155	i	19	0.46	-0.12	0.42	-0.75	-0.41	1298	-9%	i	44	x	x
CN(C)/C=N/c1cc(=O)n(C)c(=O)n1Cc1ccccc1	-5.5%	2.1	2.1	5.2	x	x	x	x	0.1	-0.29	0.47	0.23	0.4	1256	4%	i	2	7	696
(next part)
SMILES	ER stress rescue	MT stabilize HCS	MT stabilize HCS Hoechst-high %	MT stabilize HCS cytotoxicity %	b-catenin transl	b-catenin transl cell count 5 µM	T cell HTS	T cell HTS vesicle-bound %	Dynein transport	Dynein transport cytoplasmic EGFP	Dynein transport nuclear GR-EGFP	Dynein transport cell count	Insulin prom up	Insulin prom up cell count	PhoP inhibition	Autophagy mod	Autophagy mod cell loss 18 h	Lipid droplet	Lipid droplet cells 6.5 µM
O=C(Cc1ccc2c(c1)OCCO2)N1CCN(S(=O)(=O)c2cccc(Cl)c2Cl)CC1	-4.1%	2.6	3.2	18	1.5	929	i	20	0.65	-0.22	0.89	-0.57	-0.2	1397	1%	i	-3	-12	617
CC(=O)OC1=C(C#N)Cn2ccc3cccc1c32	-0.5%	5.3	2.9	5.4	1.3	542	i	57	3.6	-0.12	1.9	-1.8	0.95	1415	18%	i	10	x	x
COc1ccc(/C=N/c2c(-c3ccc(OC)cc3)nc3n2CCS3)cc1	5.7%	5.5	2.3	0.6	10	396	i	18	-0.89	-0.21	-0.16	-0.9	x	x	5%	i	-5	20	721
CCC(C)NC(=O)c1ccc(-n2c(=S)[nH]c3ccccc3c2=O)cc1 (stereo unspecified)	-1.0%	2.7	2.3	5.9	-0.4	829	i	40	-0.49	-0.18	-0.2	0.42	-0.62	1642	-9%	i	-3	-5	698
C=CCNC(=O)NS(=O)(=O)c1ccc(C)cc1	-1.4%	1.8	1.4	6.7	-2.0	1192	i	78	2.7	-0.16	1.2	-1.1	0.13	1029	10%	i	9	x	x
COc1ccc(Cl)cc1-c1nc(SCC(=O)NC(C)(C)C)n[nH]1	-1.1%	1.0	2.2	4.3	-2.4	1125	i	47	-0.52	-0.36	-0.28	0.83	-0.5	1291	6%	i	-4	6	646
OCCNCC12CC3CC(CC(C3)C1)C2	1.6%	1.2	1.7	6.7	-0.5	1596	i	47	0.3	-0.32	0.088	0.62	-0.23	1561	-3%	i	4	-2	684
S=C(c1ccc(N2CCCC2)c(Br)c1)N1CCCCC1	-2.1%	4.9	2.8	9.3	-4.0	1133	i	20	0.02	0.41	0.76	-0.35	-0.61	1512	0%	i	4	19	654
COCc1cc(=O)n2c([nH]c3ccccc32)c1C#N	0.5%	5.7	2.3	2.3	2.7	1022	i	43	0.56	-0.097	0.58	-0.51	1.1	1202	-1%	i	3	-6	751

Gathered by group, the entries above with a furan ring, fused or not
SMILES	ER stress rescue	MT stabilize HCS	MT stabilize HCS Hoechst-high %	MT stabilize HCS cytotoxicity %	b-catenin transl	b-catenin transl cell count 5 µM	T cell HTS	T cell HTS vesicle-bound %	Dynein transport	Dynein transport cytoplasmic EGFP	Dynein transport nuclear GR-EGFP	Dynein transport cell count	Insulin prom up	Insulin prom up cell count	PhoP inhibition	Autophagy mod	Autophagy mod cell loss 18 h	Lipid droplet	Lipid droplet cells 6.5 µM
CCCCn1c(SCc2ccc(C(=O)OC)o2)nc2cc(S(N)(=O)=O)ccc21	-0.3%	3.2	1.6	3.5	-6.5	971	i	16	-0.53	-0.23	-0.11	0.29	x	x	10%	i	-2	x	x
Cc1ccc(/C=C/C(=O)O)cc1S(=O)(=O)NCc1ccco1	-1.4%	2.5	1.4	10.0	0.3	1029	i	40	-0.58	-0.34	-0.25	1.1	-0.17	1440	-5%	i	-3	1	670
